Screens deposited in PubChem by Broad Institute.
NSD2 HMT inh – blocks human histone methyltransferase NSD2; hit rate 0.54% among 310,000; NSD2 peptide methylation, AlphaScreen, 120 min; O96028; inhibition, % at 12.5 µM; in the data active = inhibition above about 50%
Target sequence (O96028 whole entry, looked up): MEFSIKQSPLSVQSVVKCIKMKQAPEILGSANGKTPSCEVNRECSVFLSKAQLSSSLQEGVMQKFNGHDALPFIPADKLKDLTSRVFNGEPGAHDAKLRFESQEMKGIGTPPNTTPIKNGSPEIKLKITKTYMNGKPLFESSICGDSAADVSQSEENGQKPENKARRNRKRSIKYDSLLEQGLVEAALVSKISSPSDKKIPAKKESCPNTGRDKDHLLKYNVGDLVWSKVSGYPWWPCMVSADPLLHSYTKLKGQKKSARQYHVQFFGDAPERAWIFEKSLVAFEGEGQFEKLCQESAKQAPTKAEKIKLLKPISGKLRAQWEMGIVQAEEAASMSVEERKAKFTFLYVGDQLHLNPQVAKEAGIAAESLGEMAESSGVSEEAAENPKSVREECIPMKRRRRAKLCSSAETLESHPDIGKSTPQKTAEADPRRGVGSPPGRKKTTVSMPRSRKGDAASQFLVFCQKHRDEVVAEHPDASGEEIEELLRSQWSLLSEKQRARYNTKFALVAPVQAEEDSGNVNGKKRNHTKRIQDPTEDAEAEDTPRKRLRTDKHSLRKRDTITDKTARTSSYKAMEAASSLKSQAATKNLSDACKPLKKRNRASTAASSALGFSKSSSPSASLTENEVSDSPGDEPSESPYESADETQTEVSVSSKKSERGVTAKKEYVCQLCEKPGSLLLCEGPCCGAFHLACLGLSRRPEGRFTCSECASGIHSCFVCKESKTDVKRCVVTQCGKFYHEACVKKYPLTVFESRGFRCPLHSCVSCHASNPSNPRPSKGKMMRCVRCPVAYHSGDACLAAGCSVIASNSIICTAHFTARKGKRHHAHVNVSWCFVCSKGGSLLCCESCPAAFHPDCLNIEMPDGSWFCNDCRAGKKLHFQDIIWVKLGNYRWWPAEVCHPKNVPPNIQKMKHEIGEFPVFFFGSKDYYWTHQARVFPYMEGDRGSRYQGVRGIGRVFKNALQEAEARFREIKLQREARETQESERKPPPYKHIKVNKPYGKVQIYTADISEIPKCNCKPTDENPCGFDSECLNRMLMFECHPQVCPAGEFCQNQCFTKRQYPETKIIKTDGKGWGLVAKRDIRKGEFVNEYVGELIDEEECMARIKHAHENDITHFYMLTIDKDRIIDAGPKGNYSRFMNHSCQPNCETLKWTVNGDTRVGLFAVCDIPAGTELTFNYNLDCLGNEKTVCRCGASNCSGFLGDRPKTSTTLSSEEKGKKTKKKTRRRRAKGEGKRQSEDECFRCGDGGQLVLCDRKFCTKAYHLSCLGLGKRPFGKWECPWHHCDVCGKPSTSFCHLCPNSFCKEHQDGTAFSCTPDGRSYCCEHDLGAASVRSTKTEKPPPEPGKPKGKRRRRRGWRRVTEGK
An asterisk follows results filed as active. Not all compounds are listed; count on the stated rates, not on these rows.

SMILES,NSD2 HMT inh
COc1ccc(C(C)(O)c2nc(-c3ccccc3OC)cs2)cc1 (stereo unspecified),-2
OC(c1cc(F)cc(Cl)c1)c1ncc(-c2ccccc2Cl)[nH]1 (stereo unspecified),3
COc1ccc(CNC(=O)Nc2nc(C(N)Cc3ccc(Cl)cc3)cs2)cc1 (stereo unspecified),1
Cc1cccc(-c2noc(CCC(=O)NC3CCCC3)n2)c1,-9
Cc1ccnc(NS(=O)(=O)c2ccc(C(C)(C)C)cc2)c1,-3
CC(=NO)C1(C)CC=CCC1CO (stereo unspecified),-2
O=C(NN=Cc1cccc(OCc2ccccc2)c1)c1cc(-c2ccc(Cl)cc2)n[nH]1,2
COc1ccc(C)cc1-n1cnc2sc(C)c(C)c2c1=O,8
CC12CCC3c4ccc(OCCCO)c([N+](=O)[O-])c4CCC3C1CCC2=O (stereo unspecified),1
COc1ccc(C=C2OC(=O)C(C(C)=O)=C2O)cc1,1
CC(C)NC(=O)c1ccc2sc([C@@H]3O[C@H](CO)[C@H](O)[C@H](O)[C@H]3O)nc2c1,-1
CC1(Br)C(Sc2ccccc2[N+](=O)[O-])=Nc2ccccc21 (stereo unspecified),24
COCCN(C(=O)COC(=O)c1ccc2ccccc2c1)c1c(N)n(Cc2ccccc2)c(=O)[nH]c1=O,-5
Cc1cc(C(=O)N2CCCC2(C)C(=O)NCC(C)C)nn1C(C)(C)C (stereo unspecified),-6
COc1ccc(C(=O)N2CCCC(c3cc(C(=O)Nc4ccccc4)no3)C2)cc1 (stereo unspecified),3
C=CCN(C)C(C#CCCCC)c1ccccc1 (stereo unspecified),-2
Cc1cc(-c2n[nH]c(=S)n2N=Cc2cc(Br)ccc2F)n[nH]1,4
Cn1c(=O)c2cc(NC(=S)NC3CC3)ccc2n1Cc1cccc(C(F)(F)F)c1,-1
CCOc1ccc(C(=O)Nc2nc(C)c(C(=O)OC)s2)cc1,0
COc1ccc(NC(=O)c2cc(-c3cc(F)ccc3OC(C)C)n[nH]2)cc1OC,0
CCCCC(=O)N(C)c1c(CC)nc2c(OCCOc3ccc(F)cc3)cccn12,0
CCc1ccccc1Oc1nc(NCCOC)nc2cc(-c3ccccc3)sc12,-1
CC(C)S(=O)(=O)NC(=O)C1(C)CCN1C(=O)Cc1ccccc1Cl (stereo unspecified),-1
CC(C)NC(=O)C1(C)CN(S(C)(=O)=O)CC(=O)N1CCc1ccc(O)cc1 (stereo unspecified),-1
CN(C)C(CNC(=O)c1sc2ccccc2c1Cl)c1ccco1 (stereo unspecified),7
Nc1nc(N)c2cc(S(=O)(=O)c3ccc4ccccc4c3)ccc2n1,3
O=C(O)C1(C(=O)O)CCC2(CCCCC2)CC1,-1
CN(C)c1ccc(C(=O)N2CCC2(C)C(=O)O)cc1 (stereo unspecified),3
CCOC(=O)C1CCCN(C(=O)c2ccc3c(c2)C(C)(C)CCC3(C)C)CC1 (stereo unspecified),3
Cc1ccccc1-c1csc(C(O)c2ccccc2)n1 (stereo unspecified),-2

Next part.
SMILES,NSD2 HMT inh
COc1ccc(-c2cc(C(=O)NCc3ccc(F)cc3)[nH]n2)c(C)c1,-2
CCN1CCOC(CC(=O)Nc2cccc([N+](=O)[O-])c2)C1=O (stereo unspecified),3
CCn1c2ccccc2c2cc(NC(=O)c3cc4c(C)nn(-c5ccccc5)c4s3)ccc21,1
CCOc1ccc(C(C)=O)cc1Cc1c(O)nc(N)[nH]c1=O,-2
O=C(NN=Cc1ccc2c(c1)CCC2)c1ccccc1O,1
CCc1cccc(C)c1NC(=O)COC(=O)CCn1c(C)csc1=O,-4
CCOc1ccc(NC(=O)CSc2nc3ccsc3c(=O)n2CCCCC(=O)O)cc1,-1
C=CCC(=O)N1CCC(n2nccc2NC(=O)c2ccc3c(c2)OCO3)CC1,1
Cn1c(NCc2ccc3occc3c2)nc2cc(-c3ccc(F)cc3)sc2c1=O,0
OC(c1ccc(F)cc1)c1nc(-c2ccoc2)cs1 (stereo unspecified),0
Cc1nn(-c2ccccc2)c2sc(C(=O)NC3CCCCCCC3)cc12,28
O=C(C1CCCN1S(=O)(=O)c1ccccc1[N+](=O)[O-])N1CCN(c2ccccc2)CC1 (stereo unspecified),33
CC(=O)n1cc(C2CC(=O)OC3=C2CC(=O)C(C)(C)C3)c2ccccc21 (stereo unspecified),1
CCN(CC)S(=O)(=O)c1ccc(N2CCOCC2)c(NC(=O)c2cc3ccccc3o2)c1,-1
CCN1CCN(c2nc3c(c(=O)[nH]c(=O)n3C)n2Cc2cccc(C)c2)CC1,17
O=C(CSc1nnc(-c2cccs2)o1)Nc1cc(Cl)cc(Cl)c1,-1
OC[C@H]1O[C@H](c2nc(-c3nc(-c4cccc(-n5cccc5)c4)no3)cs2)C[C@@H]1O,4
CC(C)c1ccccc1NC(=O)Nc1nc(C(N)Cc2ccc(C(F)(F)F)cc2)cs1 (stereo unspecified),-5
Cc1cc(=O)[nH]c(NN=C2CCCCC2C)n1 (stereo unspecified),24
CC(C)=C(NC(=O)c1ccccc1Cl)C(=O)NCCc1nc2ccccc2[nH]1,2
O=C(NC1CCN(Cc2ccccc2)CC1)c1ccc(CS(=O)c2ccccc2Cl)o1 (stereo unspecified),1
c1ccc(OCCNc2ccn3nc(-c4cccs4)cc3n2)cc1,8
O=C(O)c1cc(Cl)c(Cl)cc1C(=O)Nc1cccnc1,-4
Cc1ccccc1CC(=O)N1CCC(n2nnc3ncccc32)CC1,11
COc1ccc(Cc2noc(=O)[nH]2)cc1,-4
O=C(CC1C(=O)NCCN1Cc1ccccc1)NC1CCCCC1 (stereo unspecified),5
CC(=O)Nc1cccc(-c2ccnc3c2CC(C)(C(=O)Nc2cccc(NS(C)(=O)=O)c2)O3)c1 (stereo unspecified),-2
O=C(COc1ccc(Br)cc1)NN1C(=O)c2ccccc2C1=O,-2
COC(=O)c1[nH]c2ccc(F)cc2c1NC(=O)CCN1CCN(C(=O)c2ccco2)CC1,1
CCOC(=O)C1=C(Nc2ccc(Br)cc2)C(=O)N(CC)C1,-1

The closing three compounds of the part before come first, to join the parts.
SMILES,NSD2 HMT inh
O=C(COc1ccc(Br)cc1)NN1C(=O)c2ccccc2C1=O,-2
COC(=O)c1[nH]c2ccc(F)cc2c1NC(=O)CCN1CCN(C(=O)c2ccco2)CC1,1
CCOC(=O)C1=C(Nc2ccc(Br)cc2)C(=O)N(CC)C1,-1
Cc1nn2c(N3CCN(C(=O)c4ccco4)CC3)cc(C(C)(C)C)nc2c1-c1ccc(Cl)cc1,-1
COc1ccc(CC(N)c2csc(NC(=O)NCc3ccccc3)n2)cc1 (stereo unspecified),-3
C=CCn1c(SCc2cccc(C(F)(F)F)c2)nnc1-c1ccc(OC)cc1,-2
Cc1ccc(OC(=O)c2ccc3nc(C)sc3c2)cc1,0
CC(c1ccccc1)n1cc(C(=O)N2CCCN(Cc3ccccc3)CC2)nn1 (stereo unspecified),10
COc1ccc(CCNC(=O)Nc2nc(CN)cs2)cc1OC,2
N#CC1(Nc2ccc3c4c(cccc24)CC3)CCCCC1,0
CN(C)C(=S)Oc1ccccc1C1SCCS1,0
COc1cc(C2CC(=O)C3=C(C2)Nc2ncnn2C3c2cccs2)cc(OC)c1OC (stereo unspecified),0
N#Cc1cccc(NC(=O)COC(=O)c2ccc3c(=O)n4c(nc3c2)CCC4)c1,-2
COc1ccc(CCCNC(=O)C2Cc3c(-c4ccc5c(c4)OCO5)ccnc3O2)cc1 (stereo unspecified),1
O=C(CSc1cccc2cccnc12)N/N=C/c1cccnc1,-1
Cc1cccc(C)c1NC(=O)C1(C)CN(S(C)(=O)=O)CC(=O)N1CCCn1ccnc1 (stereo unspecified),0
CN(C)c1ccc(-c2csc(C(C)(O)c3ccc(F)c(F)c3)n2)cc1 (stereo unspecified),11
Fc1ccc(C2=Nn3c(nnc3C3CCCCC3)SC2)cc1,-8
Cn1c(NCCc2ccncc2)nc2cc(-c3cccc(Cl)c3)sc2c1=O,0
O=C1/C(=C/c2ccc3c(c2)OCO3)SC(=S)N1CCC(=O)N(CCO)c1ccccc1,1
COc1ccc(-c2coc3c(C(=O)Nc4ccc(OC)nc4)cccc23)c(C)c1,-5
CC1(C(=O)NS(=O)(=O)c2cccc(F)c2)CCN1C(=O)Cc1cccc2ccccc12 (stereo unspecified),-4
COc1ccc(CNC(=O)Nc2ccc3c(c2)c(=O)n(C)n3Cc2cccc(C(F)(F)F)c2)cc1,1
O=C1CCN(CCCN2CCC(=O)N(Cc3ccccc3)C2=S)C(=S)N1Cc1ccccc1,0
Cc1ccc(C=C2C=C(c3ccccc3)OC2=O)cc1,0
Nc1c(O)ccc2c1C(=O)c1ccccc1C2=O,33
Cc1ccc(F)c(S(=O)(=O)NC(=O)C2(C)CCN2C(=O)CCc2ccccc2)c1 (stereo unspecified),-2
Cc1cc(O)ccc1-c1cccc2nccn12,2
O=C(NCc1ccccc1)C1Cc2c(-c3ccc(Cl)cc3)ccnc2O1 (stereo unspecified),-1
CCS(=O)(=O)Nc1cccc(-c2ccc3nnc(C)n3n2)c1,-1
CCn1c(SCC(=O)Nc2ccc(C(N)=O)cc2)nc2sc(C)c(C)c2c1=O,-1
COc1ccc(OC)c(/C=N/NC(=O)c2[nH]ncc2Br)c1,-3
CC(c1ccccc1)n1cc(C(=O)N2CCCC2)nn1 (stereo unspecified),-3

A second format for 4 compounds above.
COc1ccc(-c2cc(C(=O)NCc3ccc(F)cc3)[nH]n2)c(C)c1
  NSD2 HMT inh: -2

CCN1CCOC(CC(=O)Nc2cccc([N+](=O)[O-])c2)C1=O (stereo unspecified)
  NSD2 HMT inh: 3

CCn1c2ccccc2c2cc(NC(=O)c3cc4c(C)nn(-c5ccccc5)c4s3)ccc21
  NSD2 HMT inh: 1

CCOc1ccc(C(C)=O)cc1Cc1c(O)nc(N)[nH]c1=O
  NSD2 HMT inh: -2

Additional results follow:
SMILES,NSD2 HMT inh
CC(=O)Nc1ccc(NC(=O)N2CCOCC2)cc1,0
Nc1c(C(=O)Nn2cnnc2)cc([N+](=O)[O-])cc1[N+](=O)[O-],32
CN(C)c1ccc(C2CC(=O)C=C(Nc3ccccc3N)C2)cc1 (stereo unspecified),12
CCc1nnc(NC(=O)c2ccc3c(c2)C(=O)N(CC(C)C)C3=O)s1,3
O=C(NCCO)[C@H](Cc1ccccc1)NC1(C(=O)NCCc2c[nH]c3ccccc23)CCCCC1,-1
O=C(Nc1ccccc1Cl)O[C@@H]1CC[C@@]23CCCN2C(=O)CCC[C@H]3C1,-1
O=C(CC1SC(N2CCCC2)=NC1=O)Nc1ccc(C(=O)NCc2ccccc2F)cc1 (stereo unspecified),5
NC(=O)NN=C1CCC(O)CC1CC(=O)O (stereo unspecified),-3
CCn1cc(/C=C(\NC(=O)c2cc(OC)c(OC)c(OC)c2)C(=O)N2CCOCC2)c2ccccc21,3
O=C(Nc1ccccc1)c1cc(C2CCCN(C(=O)c3cccs3)C2)on1 (stereo unspecified),-5
O=C(c1cc(C2CC2)nn1-c1ccccc1)N1CCN(Cc2ccccc2)CC1,2
CCCS(=O)(=O)NC(=O)C1(C)CCCN(C(=O)c2cc3ccccc3s2)C1 (stereo unspecified),2
CN(Cc1cnn(-c2ccccc2)c1)C(=O)c1cccc(S(=O)(=O)N(C)c2ccccc2)c1,4
Cc1cccc(-c2cnc(C(O)c3ccc4ccccc4c3)[nH]2)c1 (stereo unspecified),7
Cn1nc(C(C)(C)C)cc1C(=O)N1CCCCC1c1cc(C(=O)N2CCOCC2)no1 (stereo unspecified),2
COC(=O)C(=Cc1ccncc1)c1cccc2ccccc12,0
O=S(=O)(NCC1CCCO1)c1ccc(Cl)c2ccccc12 (stereo unspecified),-6
CCCCOC(=O)CCN1C(=O)/C(=C/c2ccccc2)SC1=S,0
Cc1ccc(Cc2cnc(NC(=O)C3=NCCN3)s2)cc1,-2
Cc1noc(C)c1S(=O)(=O)NC(=O)C1(C)CCN1C(=O)c1ccccc1CCc1ccccc1 (stereo unspecified),-1
CC1(C)CC(=O)C=C(Nc2cccc(C(F)(F)F)c2)C1,1
Cc1cc(-c2ccc(S(=O)(=O)NCc3ccc(Cl)cc3)cc2)on1,-3
CNc1ncnc2c1ncn2[C@H]1CN(CCc2ccccc2)C[C@@H](CO)O1,-3
Cc1ccc(NC(=S)NNC(=O)CSc2nnc(SCc3ccccc3Cl)s2)cc1,1
CC(=O)Oc1ccccc1-n1c(C)nc(=O)c(-c2ccccc2)c1C,1
CCOc1cc2[nH]c(=S)n(CCC(=O)NC3CCCCC3)c(=O)c2cc1OCC,1
C[C@H]1[C@@H](NC(=O)/C=C/c2ccccc2)CC[C@@]23CCCN2C(=O)CCC[C@@H]13,-4
CCOC(=O)C1(C)CCN1C(=O)c1ccc(SC(F)(F)F)cc1 (stereo unspecified),-3
CCCCN(C(C)=O)c1c(CC)nc2ccc(C(=O)NCCc3ccccn3)cn12,0
CC1(C(=O)Nc2cccc(C#N)c2)CCN1C(=O)c1ccccc1CCc1ccccc1 (stereo unspecified),-3
O=C(NCCN1CCN(Cc2ccccc2)CC1)c1ccc(CS(=O)(=O)c2c(Cl)cccc2Cl)o1,2
COc1ccc(Cl)cc1-c1cc(C(=O)NCc2cc(C(F)(F)F)cc(C(F)(F)F)c2)[nH]n1,0
